CHRM1 agonist = agonists of human M1 muscarinic receptor; P11229; CHO-K1 hM1, Fluo-8 calcium fluorescence, agonist mode; 0% DMSO, 100% acetylcholine EC100; activation, % at 3 µM; hit rate 0.33% among 360,000; AID 588814;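 active means activation above the run's mean compound activation plus 3 SD, cut at about 16% in these data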;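 further: peak over basal fluorescence ratio within a 140 s kinetic read after compound addition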
Target sequence (P11229 whole entry, looked up): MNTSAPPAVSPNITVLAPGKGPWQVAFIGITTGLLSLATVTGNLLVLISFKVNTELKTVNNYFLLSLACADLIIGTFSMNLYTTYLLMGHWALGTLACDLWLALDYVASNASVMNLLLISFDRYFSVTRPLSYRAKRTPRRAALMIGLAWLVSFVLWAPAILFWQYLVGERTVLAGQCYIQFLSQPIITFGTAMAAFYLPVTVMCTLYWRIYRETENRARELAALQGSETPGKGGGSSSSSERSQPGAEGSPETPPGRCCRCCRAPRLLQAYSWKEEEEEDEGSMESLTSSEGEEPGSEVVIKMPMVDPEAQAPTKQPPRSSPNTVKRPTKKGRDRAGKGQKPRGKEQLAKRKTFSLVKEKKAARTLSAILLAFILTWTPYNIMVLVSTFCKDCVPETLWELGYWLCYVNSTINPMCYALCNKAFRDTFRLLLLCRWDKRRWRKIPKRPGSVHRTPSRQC
M1 PAM = potentiates human M1 receptor response to acetylcholine. CHO-K1 hM1, Fluo-8 calcium fluorescence, ACh EC20; 0% = ACh EC20, 100% = maximal ACh. activation, % at 3 µM. hit rate 0.088% among 360,000; in the data active means activation above about 19%, passing the limit was not always enough
CHRM1 antagonist = human CHRM1 antagonism; inhibition, % at 3 µM; AID 588852; hit rate 1.3% among 360,000; CHO-K1 hM1, Fluo-8 calcium fluorescence, ACh EC80 antagonist; P11229;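 active means percent inhibition above its own plate's cutoff, namely the mean of that plate's compound wells plus 3 SD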;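 further: peak over basal fluorescence ratio during 140 s after agonist addition; 0% = ACh EC80 plus DMSO and 100% = DMSO alone without agonist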
TAAR1 ag = human TAAR1 agonism. AID 624467. Q96RJ0. CHO RD-HGA16 TAAR1, Fluo-8 calcium fluorescence; vehicle wells 0%, saturating PEA agonist 100%. activation, % at 3 µM. hit rate 0.99% among 360,000;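 active means activation above the mean activation of all test compounds in the run plus 3 SD, cut at about 38% in these data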
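System: CHO RD-HGA16 cells carrying human TAAR1 plus Gα16; Incubation: 17-24 h seeding, 75 min 37 °C dye, 30 min RT; Measured by: Fluo-8 fluorescence, 5 s baseline then 140 s kinetic read; Control set: DMSO and PEA EC100; Replication: single well for each compound.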
CHO parental Ca = counter-screen for OX1R antagonists: effect in parental CHO cells; parental CHO-K1, ATP-induced calcium, Fluo-8 fluorescence; inhibition, % at 5.6 µM; hit rate 0.63% among 330,000; AID 463079;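 active means inhibition above that plate's mean sample inhibition plus 3 SD, cut at about 26% in these data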;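 further: 0% = ATP-challenged DMSO wells and 100% = DMSO wells without ATP; some compounds past the cut are filed as inactive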
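Material: parental CHO cells / Compound: single nominal dose of 5.6 µM per compound / Signal: Fluo-8 fluorescence / Replicates: singlicate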
OXTR potentiator = potentiators of human oxytocin receptor; P30559; CHO-OTR cells, Fluo-8 calcium fluorescence, potentiator mode; 0% = oxytocin EC15, 100% = EC100; activation, % at 3 µM; hit rate 0.061% among 320,000; AID 2445;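 active means activation above that plate's cutoff, the mean activation of tested compounds plus 3 SD, cut at about 6.6% in these data, passing the limit was not always enough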;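 further: 100% uses oxytocin at 75 nM as the full agonist control; some results filed as inactive read as strong as hits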
Target sequence (P30559 whole entry, looked up): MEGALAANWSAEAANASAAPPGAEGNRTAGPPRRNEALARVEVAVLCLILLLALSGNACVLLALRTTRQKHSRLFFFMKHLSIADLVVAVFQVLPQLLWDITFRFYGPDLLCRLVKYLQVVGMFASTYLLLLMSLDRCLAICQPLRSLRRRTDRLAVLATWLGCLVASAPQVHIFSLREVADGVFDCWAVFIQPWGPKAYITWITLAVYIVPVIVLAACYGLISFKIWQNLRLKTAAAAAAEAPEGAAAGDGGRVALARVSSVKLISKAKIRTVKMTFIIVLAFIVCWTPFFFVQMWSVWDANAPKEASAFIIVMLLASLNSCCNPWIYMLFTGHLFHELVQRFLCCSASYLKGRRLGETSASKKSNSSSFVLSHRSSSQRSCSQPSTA
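Assay system: CHO cell line stably expressing human OTR | Also added: Oxytocin at about EC15, sub-maximal agonist stimulus | Times: Compound 6 min at room temperature before oxytocin, 100 s read | Measured by: Fluo-8 intracellular calcium fluorescence, ex 470-495, em 515-575 nm | Controls: EC15 oxytocin alone as 0%, 75 nM oxytocin as 100%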
OXTR agonist = human OXTR agonism | CHO-OTR cells, Fluo-8 calcium fluorescence; normalized: DMSO 0%, oxytocin 100% | activation, % at 3 µM | hit rate 0.32% among 320,000;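 active means activation above the mean of all tested compounds plus 3 SD, cutoff set per screening run, cut at about 20% in these data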;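 further: peak over basal fluorescence ratio from a 100 s FLIPR kinetic read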
V1aR counter = counter-screen for oxytocin receptor agonists: human V1a receptor agonists; P37288; CHO-V1R cells, Fluo-8 calcium fluorescence, agonist mode; 0% DMSO, 100% 3 nM vasopressin; activation, % at 3 µM; hit rate 0.25% among 320,000; AID 2797;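 active means activation above the mean activation of all tested compounds plus 3 SD, per screening run, cut at about 20% in these data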;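 further: signal is peak over basal fluorescence ratio across a 100 second FLIPR read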
TAAR1 antagonist = human TAAR1 antagonism. hit rate 1.5% among 360,000. AID 624466. CHO RD-HGA16 TAAR1, Fluo-8 calcium fluorescence, antagonist. inhibition, % at 3 µM. Q96RJ0;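 active means inhibition above a per-plate cutoff, the mean inhibition of test compounds on that plate plus 3 SD, cut at about 49% in these data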;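 further: 0% = DMSO plus EC80 beta-PEA response and 100% = DMSO alone without agonist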
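System: RD-HGA16 CHO cells with stable hTAAR1 and Gα16 | Probe or stimulus: EC80 β-phenethylamine stimulus | Dosing: 3 µM, single point | Times: Dye loading 75 min at 37 °C, then 30 min room temperature | Measured by: Fluo-8 calcium-sensitive fluorescence | Read-out basis: % inhibition of agonist calcium response | Replicates: n of 1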
Starred values were filed as active, the others as inactive; nt = not tested or not shown. Compounds as they come, and some 3.7% of all compounds hit somewhere here.

cpd	Molecule	CHRM1 agonist	M1 PAM	CHRM1 antagonist	TAAR1 ag	CHO parental Ca	OXTR potentiator	OXTR agonist	V1aR counter	TAAR1 antagonist
1	CCCNC(=O)c1cc(C2CCCN(S(=O)(=O)c3cccs3)C2)on1 (configuration not stated)	-1	0	-9	1	nt	nt	nt	nt	5
2	Nn1c(Cc2cccc3ccccc23)nnc1SC1CCOC1=O (configuration not stated)	-3	12	-7	2	0	-7	0.7	-0.8	6
3	COCCCNC(=O)C1CCCN(S(C)(=O)=O)C1 (configuration not stated)	0	-2	7	2	-6	4	0.1	0.0	-1
4	CN1CCN(C(=O)CCn2c(=S)[nH]c3ccccc3c2=O)CC1	-6	3	0	1	nt	nt	nt	nt	0
5	Cn1c(-c2cccc([N+](=O)[O-])c2)cnc1NCc1cccc([N+](=O)[O-])c1	-5	-18	19	4	-18	-10	-0.3	0.1	10
6	CCOC(=O)c1ccc(NC(=O)CSc2nnc(CNC(=O)c3ccco3)o2)cc1	-3	-1	-6	2	-3	-10	3.9	5.6	5
7	O=C(Nc1ccccc1C(F)(F)F)c1cc(-c2ccc(O)cc2)on1	1	2	6	18	26	-3	2.7	2.8	-9
8	Cc1ccc(-n2nc3c(=O)n(CCCC(=O)N4CCC(C)CC4)nc(C)c3c2C)cc1	-6	-6	-1	-4	-26	-13	-1.5	-0.9	-26
9	Cc1nc(C)c(/C(O)=C\c2nc3ccc([N+](=O)[O-])cc3oc2=O)o1	-2	12	-14	5	-14	-3	1.6	0.4	-19
10	CCOc1ccccc1NC(=O)CSc1nccn1-c1ccccc1	1	12	-44	8	-33	-2	-2.1	-0.8	17
11	NC(=O)C1CCCN(C(=O)c2ccc(Cl)cc2)C1 (configuration not stated)	-3	-3	6	4	-8	-2	0.4	0.7	-15
12	Cc1ccc(CNC(=O)c2ccc3c(=O)c(O)c(-c4ccc(C)cc4)[nH]c3c2)cc1	-4	0	1	8	1	2	-0.5	0.8	-11
13	CCn1c(/N=C/c2ccccc2O)nc2ccccc21	-5	7	-3	3	-2	2	0.1	0.8	-13
14	Cc1noc(/C=C/c2ccco2)c1S(=O)(=O)N1CCC(C(=O)NC(C)c2ccccc2)CC1 (configuration not stated)	-5	9	-11	1	-3	-7	-0.5	0.4	-4
15	CCCc1nc2c3ccccc3ccn2c1Cc1ccccc1	-8	-25	8	1	nt	nt	nt	nt	21
16	O=C(Nc1ccc(Cl)cn1)c1ccc(Oc2ccccc2)cc1	-3	-2	-2	3	1	-10	-0.6	0.0	33
17	Cc1ccccc1NC(=O)C1CCCN1/C=C/C(=O)C(F)(F)F (configuration not stated)	-4	1	0	4	-10	-3	-0.4	0.5	0
18	Cc1cc(N2CCCC2=O)cc(C)c1S(=O)(=O)NCCOc1ccc(C(C)(C)C)cc1	6	-17	39*	8	41*	-22	7.8	5.8	41
19	O=C(CSc1ccc(-c2ccccn2)nn1)N1CCc2ccccc21	-3	-1	2	1	-18	-19	-1.0	-0.8	-6
20	Cc1ccc(C2(C(F)(F)F)N=C3Sc4cc(C)ccc4N3C(=O)N2)cc1 (configuration not stated)	nt	nt	nt	8	-21	4	-0.9	-0.5	-10
21	O=c1[nH]c(-c2ccccc2)nc2sc(-c3ccccc3)cc12	-4	9	0	6	-7	-12	1.2	1.1	-3
22	O=C(CCS(=O)(=O)c1cc(Br)cc2c1N(C(=O)C1CC1)CC2)NCc1ccco1	-4	3	-21	0	nt	nt	nt	nt	-14
23	CCN1C[C@@H]2[C@@H]3C(=O)N(C)C(=O)[C@@H]3[C@](Cc3ccccc3)(C1=O)N2C(=O)c1ccc(Br)cc1	-2	5	-2	9	nt	nt	nt	nt	6
24	O=C(NN=C1CCCCCC1)NC1CCCCC1	-9	3	0	17	4	-6	0.5	1.0	0
25	C=CCNC(=S)NNC(=O)c1csc(C)c1CC	-6	8	-2	8	4	-1	-0.1	-0.6	13
26	Cc1ccc(NC(=O)CSc2nnc(C)c(=O)[nH]2)cc1C	-4	-1	4	1	-11	-9	1.2	0.0	5
27	COc1ccccc1NC(=O)CCN1C(=O)/C(=C/c2cc(OC)c(OC)c(OC)c2)SC1=S	-4	0	1	2	-10	-5	0.2	0.9	16
28	Cc1cc(OCCCCCNCCO)ccc1Cl	-2	-1	1	13	-6	-12	9.8	6.5	16
29	O=C(O)CCCC(=O)Nc1ccc(Oc2cccc(C(F)(F)F)c2)nc1	-2	6	-14	2	-7	-1	0.0	2.0	1
30	CC(C)(C)C(=O)O/N=C(\N)c1ccc([N+](=O)[O-])s1	3	10	-13	17	-4	-5	-0.8	-0.1	3
31	Cc1cc(S(=O)(=O)Nc2ccc(C(=O)NCc3ccncc3)cc2)ccc1F	-6	3	-2	1	16	-7	-1.1	-0.9	-14
32	COc1ccc(S(=O)(=O)N2CCCC2CNC(=O)C(=O)NC2CCCCCC2)cc1 (configuration not stated)	-3	3	-11	-1	-35	-3	-0.1	0.9	2
33	COc1ccc(OCc2cc(C(=O)NC(C)c3nc(C)cs3)no2)c(Cl)c1 (configuration not stated)	-2	-13	1	8	nt	nt	nt	nt	39
34	Cc1cccc(N(CC(O)CN2CCCC2)S(=O)(=O)c2ccccc2)c1 (configuration not stated)	-11	3	-7	1	-9	-8	0.5	0.0	-8
35	COc1ccc(N(CC(=O)NC(C)(C)C)C(=O)c2ccco2)cc1	-1	8	-3	10	-13	-7	-0.8	-1.1	-2
36	CCCOc1ccc(Cc2nn[nH]n2)cc1	-1	-2	-10	1	-3	-3	-1.2	0.6	-9
37	CCOC(=O)c1ccc(NC(=O)NC2CC3CCC(C2)N3C(=S)NC)cc1 (configuration not stated)	-6	7	-9	2	-10	8	1.3	0.2	-2
38	CCN(CC)S(=O)(=O)c1ccc2c(c1)nc(CCC(=O)O)n2CC	-6	10	-4	17	-4	-8	-1.2	0.6	6
39	CCCCSc1nnc(-c2ccc(C)cc2)c2ccccc12	-6	9	-13	-2	15	-4	-1.9	-0.1	-23
40	Cc1ccccc1Nc1cc(C(=O)NCc2ccco2)c2ccccc2n1	-8	-1	6	10	-17	-10	3.0	2.6	30
41	C=CCn1c(SCC(=O)c2ccc(O)c(O)c2)nnc1-c1cccnc1	-2	3	-3	-1	-10	-21	-0.2	-0.6	-10
42	O=C(Nc1ccc(S(=O)(=O)Nc2ncccn2)cc1)C12CC3CC(CC(C3)C1)C2	-4	7	-7	0	-9	-6	-0.3	0.3	0
43	COC(=O)c1cc(Cl)c(NC(=O)c2ccco2)cc1OC	-4	1	3	7	-8	-3	-0.8	0.9	6
44	CNc1nc(=S)[nH]c2ccccc12	-3	11	-15	1	-5	-3	0.4	0.0	1
45	COCCn1c(Cc2cccn2C)nnc1SCC(=O)NCc1ccc2c(c1)OCO2	-7	8	-2	2	-15	-6	-0.6	-0.1	-3
46	N#CC(CCc1ccccc1[N+](=O)[O-])(CCc1ccccc1[N+](=O)[O-])C(N)=O	5	-12	10	19	nt	nt	nt	nt	29
47	CCOC(=O)N1CCN(C(=O)c2ccc3[nH]c(C)c(C)c3c2)CC1	-7	4	-4	11	-2	0	0.8	0.0	-13
48	NS(=O)(=O)c1ccc(CNS(=O)(=O)c2cccc3nonc23)cc1	-4	-5	11	7	-14	-4	0.7	1.2	-7
49	COc1ccc(NS(=O)(=O)c2ccc(O)c(C(=O)OCC(=O)NC3CCCCC3)c2)cc1	-4	9	-13	1	-26	-7	-1.9	0.6	3
50	C[C@H]1CN=C(N(C)C)N1CC1CCCCC1	-10	1	-1	2	5	-6	-0.1	-0.3	-2
51	Cn1c(SCc2ccccn2)nnc1-c1ccncc1	-5	3	-3	6	2	1	-0.1	0.5	19
52	COc1ccc(C)cc1NC(=O)CCN1CCN(C/C=C/c2ccccc2)CC1	-3	1	-12	8	-23	4	2.6	0.1	-11

Screens (PubChem BioAssay)
